ZTA DNA inh: ZTA (EBV) inhibition in EBNA-1 counter-screen | inhibition, % at 11 µM | ZTA-DNA binding, fluorescence polarization | 320,000 compounds, 0.15% hits; in the data active means inhibition above about 33%
PAFAH1B2 inh: blocks human PAF acetylhydrolase 1b catalytic subunit 2; P68402; recombinant PAFAH1B2, FP-rhodamine activity probe, fluorescence polarization; inhibition, % at 3.39 µM; 340,000 compounds, 1.2% hits; AID 492953;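 active means inhibition above the mean of all tested compounds plus 3 SD, cut at about 24% in these data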;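 further: 0% = enzyme with DMSO and 100% = wells lacking PAFAH1B2; many of its hits are not listed in these tables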
pPAFAH inh: pPAFAH (human) enzyme inhibition; recombinant pPAFAH, FP-rhodamine probe fluorescence polarization; inhibition, % at 3.39 µM; 330,000 compounds, 1.5% hits;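 active means inhibition above the mean inhibition across the screen plus 3 SD, cut at about 25% in these data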;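 further: inhibitors block binding of the rhodamine activity-based probe so polarization drops; 0% = enzyme with DMSO and 100% = wells lacking pPAFAH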
Target sequence (Q13093 whole entry, looked up): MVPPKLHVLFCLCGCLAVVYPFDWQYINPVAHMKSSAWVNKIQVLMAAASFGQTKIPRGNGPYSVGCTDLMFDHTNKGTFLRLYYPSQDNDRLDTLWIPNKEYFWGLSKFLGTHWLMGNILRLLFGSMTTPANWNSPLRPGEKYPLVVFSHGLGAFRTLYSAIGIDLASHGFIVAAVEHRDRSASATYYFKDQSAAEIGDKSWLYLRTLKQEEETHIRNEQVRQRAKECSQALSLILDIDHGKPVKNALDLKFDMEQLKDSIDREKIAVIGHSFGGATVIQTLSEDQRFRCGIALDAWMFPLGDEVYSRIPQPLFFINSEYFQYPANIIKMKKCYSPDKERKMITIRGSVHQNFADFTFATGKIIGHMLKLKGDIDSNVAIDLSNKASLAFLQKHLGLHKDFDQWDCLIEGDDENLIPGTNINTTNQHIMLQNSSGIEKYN
PAFAH2 FP inh: PAFAH2 (human) inhibition | inhibition, % at 3.39 µM | recombinant PAFAH2, FP-rhodamine activity probe, fluorescence polarization | 340,000 compounds, 0.99% hits;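 active means inhibition above the mean over all tested compounds plus 3 SD, cut at about 30% in these data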;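 further: inhibitors block probe labeling of enzyme so polarization drops; 0% = enzyme with DMSO and 100% = wells lacking PAFAH2 protein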
LYPLA2 inh: blocks human lysophospholipase 2, a PME1 counter-screen; O95372; recombinant LYPLA2, FP-Rh probe fluorescence polarization; inhibition, % at 5.9 µM; 320,000 compounds, 0.38% hits;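 active means inhibition above the screen-wide mean plus 3 SD, limit set per campaign, cut at about 26% in these data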;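 further: 0% = LYPLA2 with DMSO and 100% = wells lacking LYPLA2 enzyme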
Target sequence (O95372 whole entry, looked up): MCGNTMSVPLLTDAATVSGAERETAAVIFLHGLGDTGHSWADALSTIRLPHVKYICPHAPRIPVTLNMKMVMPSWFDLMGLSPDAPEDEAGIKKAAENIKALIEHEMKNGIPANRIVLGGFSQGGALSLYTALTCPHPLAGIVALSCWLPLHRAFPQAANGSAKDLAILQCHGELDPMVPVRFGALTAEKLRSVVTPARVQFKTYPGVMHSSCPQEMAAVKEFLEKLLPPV
PREPL inh: inhibits the human prolyl oligopeptidase-like enzyme | 320,000 compounds, 0.68% hits | inhibition, % at 5.96 µM | recombinant PREPL, fluorescence polarization activity-based probe; in the data active means inhibition above about 43%;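 further: 0% = enzyme with DMSO and 100% = wells lacking enzyme; many of its hits are not listed in these tables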
PAFAH1B3 FP inh: PAFAH1B3 (human) inhibition | 340,000 compounds, 0.28% hits | AID 492972 | Q15102 | recombinant PAFAH1B3, FP-rhodamine probe, fluorescence polarization | inhibition, % at 3.39 µM;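 active means inhibition above the screen-wide average of all tested compounds plus 3 SD, cut at about 25% in these data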;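 further: 0% = enzyme with DMSO only and 100% = wells lacking PAFAH1B3 protein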
EBNA-1 inh: blocks EBNA-1 binding to DNA | AID 1950 | EBNA-1 DNA binding, fluorescence polarization | 300,000 compounds, 0.34% hits | inhibition, % at 14.8 µM; in the data active means inhibition above about 28%
LYPLA1 inh: counter-screen for PME1 inhibitors: inhibitors of human LYPLA1 | recombinant LYPLA1, FP-Rh probe fluorescence polarization | inhibition, % at 5.9 µM | 320,000 compounds, 0.16% hits;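 active means inhibition above the mean of all tested compounds plus 3 SD, set per campaign, cut at about 14% in these data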;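 further: inhibitors block serine hydrolase probe labeling of LYPLA1 so polarization falls; 0% = enzyme with DMSO and 100% = wells lacking LYPLA1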
Target sequence (O75608 whole entry, looked up): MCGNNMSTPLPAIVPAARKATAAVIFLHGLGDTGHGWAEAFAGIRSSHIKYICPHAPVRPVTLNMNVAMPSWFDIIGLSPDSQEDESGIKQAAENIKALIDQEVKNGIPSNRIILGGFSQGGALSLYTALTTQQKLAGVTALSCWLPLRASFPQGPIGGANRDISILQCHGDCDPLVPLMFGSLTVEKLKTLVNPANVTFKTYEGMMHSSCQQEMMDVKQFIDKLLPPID
* = called active by the depositor; x = no result given. Not all compounds are listed; rates above refer to the full screens.

SMILES | ZTA DNA inh | PAFAH1B2 inh | pPAFAH inh | PAFAH2 FP inh | LYPLA2 inh | PREPL inh | PAFAH1B3 FP inh | EBNA-1 inh | LYPLA1 inh
O=C(CCO)c1ccc(O)cc1 | 2 | 7 | 37* | 14 | 5 | 12 | 11 | 5 | -3
Cc1ccnc(SCCn2c(Br)nc3c2c(=O)[nH]c(=O)n3C)n1 | -4 | 6 | 2 | 7 | 0 | 2 | 7 | 3 | -1
COc1cc(NC(=O)COc2ccccc2C)ccc1NC(=O)c1ccco1 | 11 | -1 | 9 | 6 | 2 | 25 | 13 | 13 | -1
COCCNc1nnc(SCC(=O)Nc2cc(C)on2)s1 | 1 | 2 | 2 | 1 | 4 | 10 | 3 | x | 0
N#C/C(=C\c1cccc([N+](=O)[O-])c1)C(=O)Nc1cccnc1 | 6 | 3 | 4 | 1 | -3 | -5 | 8 | 2 | -1
CS(=O)(=O)NC1CCN(Cc2ccccc2)CC1 | -10 | 1 | 3 | -17 | 4 | 19 | 6 | 5 | 2
Cc1nc(SCC(=O)NCc2ccco2)c2oc3ccccc3c2n1 | 14 | 4 | 0 | 3 | -2 | -3 | 8 | 3 | 1
CCCCn1c(N)c(N(CC(C)C)C(=O)COC(=O)C2(c3ccccc3)CC2)c(=O)[nH]c1=O | -5 | 0 | -1 | 7 | -3 | -2 | 2 | 8 | 0
CC1=C(C(=O)OCc2ccccc2)C(c2ccco2)C2=C(CC(C)(C)CC2=O)N1 (centres undefined) | -9 | -1 | 5 | 7 | 0 | 8 | -1 | -1 | -2
Cc1cccc(C)c1OCC(=O)NC(Cc1c[nH]c2ccccc12)C(=O)O (centres undefined) | 3 | -1 | 5 | -2 | 4 | 3 | -2 | 6 | 0
COCCCNC(=O)CN(c1cc([N+](=O)[O-])ccc1OC)S(C)(=O)=O | 12 | -3 | 4 | 0 | -4 | 1 | 4 | -1 | -2
CN(Cc1nc(-c2ccccn2)no1)S(=O)(=O)c1ccc(Cl)cc1 | -6 | 3 | 1 | -4 | 28* | -1 | 10 | 4 | 2
CC1(C)Cc2c(sc3c2c(=N)n(Cc2ccco2)c(=O)n3CC(=O)Nc2ccccc2)CO1 | -1 | -2 | -1 | -6 | -1 | -8 | -2 | -9 | -2
N#Cc1ccc(NC(=O)Cn2cnc(S(=O)(=O)N3CCCCC3)c2)cc1 | 9 | -3 | 3 | 2 | 5 | -3 | -1 | 3 | 0
Cc1cc(N)ccc1N=Nc1c(C)n(C)n(-c2ccccc2)c1=O | 2 | 6 | -1 | 4 | 13 | 19 | 4 | -5 | 0
O=C(O)C1CCCN1C(=O)Nc1ccc(F)cc1 (centres undefined) | 2 | 2 | 3 | 1 | 5 | 6 | 9 | -10 | 5
COc1ccc(C(=O)NNC2=Nc3cccc4cccc2c34)cc1 | -4 | 3 | 5 | 1 | 8 | 6 | 7 | -1 | 0
O=C(NCCCN1CCOCC1)c1cc(-c2ccc(Cl)s2)nc2ccccc12 | -18 | -6 | -6 | 5 | -5 | 2 | 13 | 0 | -5
CCOP(=O)(OCC)C(Nc1cccc([N+](=O)[O-])c1)c1ccc(OC)cc1 (centres undefined) | -2 | x | -3 | x | 0 | 3 | x | -9 | 0
O=C(Cc1cc(C(=O)O)c2ccccc2n1)Nc1ccccc1 | -3 | 1 | 13 | 5 | 7 | 29 | 10 | 12 | -1
O=C(c1ccc(CN2CCOCC2)cc1)N1CCN(c2ccccc2)CC1 | 3 | 6 | 0 | -1 | 1 | 17 | -6 | -2 | 4
CCOc1cc(C(=O)Nn2cnnc2)cc(OCC)c1OCC | -8 | 6 | 6 | -5 | 1 | -2 | -9 | -4 | 2
COc1cc(/C=N/N2CCN(C3c4ccccc4-c4ccccc43)CC2)ccc1O | -7 | 1 | 4 | 9 | 5 | -6 | 9 | -5 | -3
Cc1nn(-c2ccccc2)c2c1c(C)c(CCC(=O)N1CCOCC1)c(=O)n2C | 2 | -1 | 0 | 6 | 8 | 0 | 4 | 7 | 4
CCC(Sc1nnc2c3ccccc3n(CC)c2n1)C(=O)Nc1sc2c(c1C#N)CCCC2 (centres undefined) | -7 | 1 | -2 | -3 | -8 | 20 | 1 | -6 | -3
O=C(NCC(c1ccc(F)cc1)N1CCOCC1)c1ccc(C(=O)c2ccccc2)cc1 (centres undefined) | 6 | 3 | 2 | -2 | 3 | 19 | 6 | -15 | -2
COc1ccc(CCNC(=O)/C(C#N)=C/c2ccc(OCC(=O)NCC3CCCO3)cc2)cc1OC (centres undefined) | -7 | 6 | 2 | 0 | -3 | -8 | 1 | -21 | 1
COc1ccc(C(=O)Nc2ccc(CN3CCCCC3)cc2)cc1 | -1 | 3 | 0 | -2 | 2 | 5 | 8 | -3 | -2
Cn1c(=O)c2c(nc(NCc3ccco3)n2Cc2ccccc2Cl)n(C)c1=O | -8 | -2 | -1 | 2 | -2 | 6 | 7 | -7 | -1
Cc1cc(C)c2c(c1)/C(=N/NC(=O)c1cc(C)oc1C)CCC2 | -11 | -1 | -2 | 8 | 2 | -5 | 5 | -1 | 3
O=C(O)CCCC(=O)Nc1ccc(C(=O)N2CCCCC2)c(Cl)c1 | -3 | -1 | -2 | 2 | 2 | -3 | 5 | 14 | 1
Cc1cccc(C)c1NC(=O)CN(C)C(=O)c1cccc(-n2cccc2)c1 | 2 | 5 | 9 | 2 | 8 | -2 | 5 | -3 | 0
CC(C)(C)c1cc[n+](-c2nc([O-])sc2C=O)cc1 | 3 | -1 | 0 | 0 | -5 | -3 | 6 | 11 | -4
CCSc1nc(N)nc(-c2cccs2)c1C#N | -18 | 0 | -5 | 8 | 3 | -14 | 7 | 1 | 0
N#CCC(=O)N/N=C/c1ccc(Sc2nc3ccccc3s2)o1 | 10 | 0 | 15 | 5 | -14 | 0 | -7 | 6 | -12
Cc1cccc(-c2noc(-c3ccccc3C(=O)NCC3CCCO3)n2)c1 (centres undefined) | 0 | -2 | 4 | 2 | -1 | 2 | 4 | -2 | -2
CSCCC(NS(=O)(=O)c1ccccc1F)C(=O)NCC(c1ccco1)N(C)C (centres undefined) | x | 4 | 9 | -2 | x | 11 | 7 | x | x
O=C(CCCCn1c(=O)c2ccccc2n(CC(=O)NC2CCCC2)c1=O)NC1CCCC1 | -6 | -6 | 4 | 2 | 5 | -9 | 2 | -2 | 2
CCCCCc1ccc(CC(=O)Nn2c(C)nc3ccccc3c2=O)cc1 | -13 | 6 | 12 | 3 | 13 | 2 | 2 | -3 | -3
C=CCNC(=S)NNc1ncnc2sc3c(c12)CC(C)(C)OC3 | 8 | 4 | 5 | -8 | 3 | 2 | 3 | 5 | -2
NS(=O)(=O)c1ccc(NC(=O)CCC(=O)N2CCOCC2)cc1 | 6 | 5 | -1 | -7 | 6 | 3 | 0 | 1 | 0
COC(=O)[C@@H](NC(=O)c1ccccc1OC1CCN(S(C)(=O)=O)CC1)C(C)C | 1 | -6 | 4 | -2 | -4 | -8 | 5 | 5 | 1
CCc1nn(CC(=O)NCCN2CCOCC2)c(=O)c2cc3c(OC)cccc3n12 | 6 | -3 | 7 | -3 | -3 | -3 | -1 | -11 | 0
CCOC(=O)N1CCN(C(=O)CSc2ccc3nnc(CCNC(=O)c4ccc(OC)cc4)n3n2)CC1 | 0 | 3 | 2 | 8 | -2 | 3 | 8 | -3 | -3
Cc1c(S(=O)(=O)N2CCc3ccccc3C2)c(=O)n(C)c(=O)n1C | 3 | 1 | 9 | 3 | -8 | 1 | 3 | 1 | -1
CN(CC(=O)Nc1ccc(Cl)cc1)S(=O)(=O)c1cccc2cccnc12 | 9 | 2 | 4 | 3 | -2 | -12 | 12 | 9 | 2
CC(=O)c1cc(-c2ccccc2)n(CCC(=O)NC2CCCC2)c1C | 1 | 3 | 4 | 5 | -2 | 0 | 5 | 6 | 1
Cc1ccc(NC(=O)C2(S(=O)(=O)c3ccc(C)cc3)CC2)cc1 | 5 | 3 | 3 | -1 | -2 | -17 | 8 | -1 | 2
O=C(COC(=O)c1n[nH]c(=O)c2ccccc12)c1ccc(Cl)cc1 | 4 | 6 | 5 | 7 | 4 | -4 | 4 | 8 | -1
O=c1c(-c2ccccc2)[n+]([O-])c2ccccc2n1O | 8 | 0 | 3 | -3 | 0 | 10 | 3 | -5 | -5
CCN(C[C@H]1N[C@@](CC)(C(=O)OC)[C@H]2C(=O)N(Cc3ccccc3)C(=O)[C@@H]12)C(=O)c1ccccc1 | x | 2 | -1 | 5 | x | 12 | 13 | x | x
COc1ccc(C(C)(C)C)cc1NC(=O)COC(=O)c1ccc([N+](=O)[O-])o1 | 16 | 9 | 4 | -4 | -6 | 7 | -6 | 9 | -1
O=C(c1ccc(-c2cccc(C(F)(F)F)c2)o1)N1CCCCCCC1 | -11 | 1 | 0 | 3 | -1 | -3 | 0 | 2 | 0
CCOC(=O)c1csc(-c2ccc3c(c2)CCO3)n1 | -5 | x | -4 | x | -1 | -11 | x | -3 | -3
CCc1ccc(NC(=O)Nc2ccncc2)cc1 | 5 | -6 | 2 | -4 | -8 | 5 | -1 | -1 | -1
Cc1ccc(F)cc1NC(=O)COC(=O)C1CCN(c2ccc(C(F)(F)F)cn2)CC1 | -4 | -3 | 1 | 8 | 1 | -25 | 5 | -7 | -1
CC(C)O/C(=N\S(=O)(=O)c1ccc(Cl)cc1)c1ccccc1 | -10 | 6 | 3 | 4 | -2 | 2 | 4 | 5 | 0
COCCCNC(=O)C1CCN(S(=O)(=O)c2c(C)noc2/C=C\c2ccc(OC)cc2)CC1 | -3 | 1 | -2 | -5 | 3 | 21 | -7 | -15 | 1
COc1ccc(C(=O)NCCS(=O)(=O)N2CCCCCC2)cc1 | -10 | -4 | 5 | 0 | 0 | -1 | 8 | 0 | -1
COC(=O)[C@H]1C[C@@H]1[C@H](NC(=O)c1cnccn1)c1ccccc1 | -6 | 0 | 0 | -2 | 12 | 3 | -1 | 2 | 4

The list continues.
SMILES | ZTA DNA inh | PAFAH1B2 inh | pPAFAH inh | PAFAH2 FP inh | LYPLA2 inh | PREPL inh | PAFAH1B3 FP inh | EBNA-1 inh | LYPLA1 inh
CC(C)CC(NC(=O)CCC(=O)OCC(=O)[C@@]1(O)CCC2[C@@H]3CCC4=CC(=O)C=C[C@]4(C)C3[C@@H](O)C[C@@]21C)C(=O)O (some centres undefined) | -4 | 4 | -3 | -1 | 0 | 9 | 5 | -21 | -1
CC(C)OC(=O)C1C(=O)CC(C)(O)C(C(=O)OC(C)C)C1c1cccc([N+](=O)[O-])c1 (centres undefined) | -4 | 11 | 4 | -2 | -6 | 7 | 0 | -7 | 0
O=C(/C=C/c1ccc2c(c1)OCO2)Nc1nc(-c2ccc(F)cc2F)cs1 | 1 | x | -1 | x | -12 | 3 | x | 15 | -7
Cc1c(C#N)c(NC(=O)CCl)n(Cc2ccccc2)c1C | 3 | 4 | 6 | -3 | -1 | 7 | 9 | 0 | -2
O=C(Nc1ccc2c(c1)OCO2)C1CCN(S(=O)(=O)c2cccc3cccnc23)CC1 | 6 | 1 | 3 | 1 | -2 | 9 | 8 | 7 | -1
O=C(Nc1ccc(F)c(Cl)c1)NC1CC1 | 0 | 8 | 7 | 6 | 6 | -3 | 2 | -2 | 0

Limited to PAFAH2 FP inh, for some of the entries so far:
SMILES	PAFAH2 FP inh
COCCCNC(=O)C1CCN(S(=O)(=O)c2c(C)noc2/C=C\c2ccc(OC)cc2)CC1	-5
COc1cc(NC(=O)COc2ccccc2C)ccc1NC(=O)c1ccco1	6
O=C(O)C1CCCN1C(=O)Nc1ccc(F)cc1 (centres undefined)	1

Screening results deposited in PubChem BioAssay by The Scripps Research Institute Molecular Screening Center.
